Compound activity: PubChem BioAssay, The Scripps Research Institute Molecular Screening Center
TAAR1 antagonist: human TAAR1 antagonists, primary screen, Fluo-8 calcium fluorescence, CHO RD-HGA16 cells. Trace amine-associated receptor 1 (Homo sapiens), Q96RJ0. antagonist. inhibition, % at 3 µM. 360,000 tested, 1.5% active. AID 624466, 2012;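 active = inhibition above a per-plate cutoff, the mean inhibition of test compounds on that plate plus 3 SD, cut at about 49% in these data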;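 note: 0% = DMSO plus EC80 beta-PEA response and 100% = DMSO alone without agonist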
Target sequence (Q96RJ0 whole entry, looked up): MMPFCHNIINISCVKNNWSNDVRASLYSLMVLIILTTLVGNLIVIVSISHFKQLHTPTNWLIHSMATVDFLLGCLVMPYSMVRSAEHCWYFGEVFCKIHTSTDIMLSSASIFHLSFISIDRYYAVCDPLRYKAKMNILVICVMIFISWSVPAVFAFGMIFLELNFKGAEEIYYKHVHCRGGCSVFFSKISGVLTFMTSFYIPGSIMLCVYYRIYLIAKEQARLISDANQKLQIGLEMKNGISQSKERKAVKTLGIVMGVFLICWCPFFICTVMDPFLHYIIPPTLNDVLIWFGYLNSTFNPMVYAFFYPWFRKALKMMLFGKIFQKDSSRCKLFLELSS
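Assay system: RD-HGA16 CHO cells with stable hTAAR1 and Gα16 / Reagent: EC80 β-phenethylamine stimulus / Doses: 3 µM, single point / Timing: dye loading 75 min at 37 °C, then 30 min room temperature / Measured by: Fluo-8 intracellular calcium dye fluorescence, real-time kinetic reads / Controls: vehicle wells and EC80 agonist wells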
CHO parental Ca: ATP-evoked calcium signal inhibitors, parental CHO, primary screen, counter-screen for OX1R antagonist project, cell-based, fluorescence, Fluo-8 calcium dye. parental CHO-K1, ATP-induced calcium, Fluo-8 fluorescence. inhibition, % at 5.6 µM. 330,000 tested, 0.63% active. AID 463079, 2010;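 active = inhibition above that plate's mean sample inhibition plus 3 SD, cut at about 26% in these data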;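 note: 0% = ATP-challenged DMSO wells and 100% = DMSO wells without ATP; some compounds past the cut are filed as inactive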
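Material: parental CHO cells / Compound: single nominal dose of 5.6 µM per compound / Signal: Fluo-8 fluorescence / Replicates: singlicate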
TAAR1 agonist: human TAAR1 agonists, primary screen, Fluo-8 calcium fluorescence, CHO RD-HGA16 cells; activation, % at 3 µM; 360,000 tested, 0.99% active; vehicle wells 0%, saturating PEA agonist 100%; Trace amine-associated receptor 1 (Homo sapiens), Q96RJ0;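 active = activation above the mean activation of all test compounds in the run plus 3 SD, cut at about 38% in these data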
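Assay system – CHO-derived RD-HGA16 cells with stable Gα16 and human TAAR1 · Compound dosing – one-point dosing at 3 µM (nominal) · Incubation – 17-24 h seeding, 75 min 37 °C dye, 30 min RT · Measured by – kinetic Fluo-8 calcium fluorescence · Control set – DMSO vehicle as 0%, PEA at EC100 as 100% · Repeats – single well for each compound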
CHRM1 PAM: human M1 muscarinic receptor positive allosteric modulators, primary screen, CHO-K1 cells, Fluo-8 calcium fluorescence, 1536-well. Muscarinic acetylcholine receptor M1 (Homo sapiens), P11229. CHO-K1 hM1, ACh EC20; 0% = ACh EC20, 100% = maximal ACh. activation, % at 3 µM. 360,000 tested, 0.088% active. AID 588819, 2011; in the data active = activation above about 19%, passing the limit was not always enough
V1aR counter: agonists of human V1a receptor, primary screen, counter-screen for OXTR agonist project, fluorescence, CHO-V1R cells | Vasopressin V1a receptor (Homo sapiens), P37288 | Fluo-8 calcium fluorescence, agonist mode; 0% DMSO, 100% 3 nM vasopressin | 320,000 tested, 0.25% active | activation, % at 3 µM | AID 2797, 2010;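 active = activation above the mean activation of all tested compounds plus 3 SD, per screening run, cut at about 20% in these data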;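 note: signal is peak over basal fluorescence ratio across a 100 second FLIPR read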
Target sequence (P37288 whole entry, looked up): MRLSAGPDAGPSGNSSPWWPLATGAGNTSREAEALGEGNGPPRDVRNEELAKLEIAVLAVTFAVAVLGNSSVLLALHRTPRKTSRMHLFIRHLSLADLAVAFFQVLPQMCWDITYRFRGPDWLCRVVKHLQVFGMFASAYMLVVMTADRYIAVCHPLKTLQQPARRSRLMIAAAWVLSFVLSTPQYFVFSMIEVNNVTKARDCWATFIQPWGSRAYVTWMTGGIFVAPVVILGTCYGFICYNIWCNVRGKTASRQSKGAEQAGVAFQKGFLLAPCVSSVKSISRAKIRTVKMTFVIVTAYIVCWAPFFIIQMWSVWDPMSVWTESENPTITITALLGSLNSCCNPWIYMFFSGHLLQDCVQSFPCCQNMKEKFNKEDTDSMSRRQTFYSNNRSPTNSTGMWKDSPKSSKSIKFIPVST
M1 antag: human M1 muscarinic receptor antagonists, primary screen, CHO-K1 cells, Fluo-8 calcium fluorescence, 1536-well; CHO-K1 hM1, ACh EC80 antagonist; inhibition, % at 3 µM; 360,000 tested, 1.3% active; AID 588852, 2011;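 active = percent inhibition above its own plate's cutoff, namely the mean of that plate's compound wells plus 3 SD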;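 note: peak over basal fluorescence ratio during 140 s after agonist addition; 0% = ACh EC80 plus DMSO and 100% = DMSO alone without agonist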
CHRM1 agonist: human M1 muscarinic receptor agonists, primary screen, Fluo-8 calcium fluorescence, CHO-K1 cells, HTS | CHO-K1 hM1, agonist mode; 0% DMSO, 100% acetylcholine EC100 | activation, % at 3 µM | 360,000 tested, 0.33% active;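 active = activation above the run's mean compound activation plus 3 SD, cut at about 16% in these data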;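 note: peak over basal fluorescence ratio within a 140 s kinetic read after compound addition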
OXTR agonist: human OXTR agonists, primary screen, fluorescence, CHO-OTR cells, Fluo-8 calcium. Oxytocin receptor (Homo sapiens), P30559. Fluo-8 calcium fluorescence; normalized: DMSO 0%, oxytocin 100%. activation, % at 3 µM. 320,000 tested, 0.32% active;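 active = activation above the mean of all tested compounds plus 3 SD, cutoff set per screening run, cut at about 20% in these data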;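 note: peak over basal fluorescence ratio from a 100 s FLIPR kinetic read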
OXTR potentiator: human OXTR potentiators, primary screen, fluorescence, CHO-OTR cells, Fluo-8 calcium. Oxytocin receptor (Homo sapiens), P30559. Fluo-8 calcium fluorescence, potentiator mode; 0% = oxytocin EC15, 100% = EC100. activation, % at 3 µM. 320,000 tested, 0.061% active;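 active = activation above that plate's cutoff, the mean activation of tested compounds plus 3 SD, cut at about 6.6% in these data, passing the limit was not always enough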;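 note: 100% uses oxytocin at 75 nM as the full agonist control; some results filed as inactive read as strong as hits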
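test system = CHO-OTR cells, human receptor | compound = single-point 3.0 µM | schedule = 6 min compound pre-incubation at room temperature, 100 s kinetic read | signal = Fluo-8 no-wash calcium dye fluorescence, excitation 470-495 nm, emission 515-575 nm | repeats = single well per compound, singlicate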
Active calls of the source: *; / = not tested or not shown.

Second line of a record – TAAR1 antagonist	CHO parental Ca	TAAR1 agonist	CHRM1 PAM	V1aR counter	M1 antag	CHRM1 agonist	OXTR agonist	OXTR potentiator
> Cc1ccc(S(=O)(=O)Nc2ncnc3sccc23)cc1C
→ -5	-11	2	8	1.4	-6	0	-0.6	-4
> COc1cc2nc(CCc3ccccc3)oc(=O)c2cc1OC
→ -24	0	0	6	0.6	-1	-2	-0.1	-13
> O=C(COC(=O)c1ccc(F)cc1F)Nc1ccc(S(=O)(=O)N2CCOCC2)cc1
→ 3	/	2	3	/	-11	1	/	/
> CCn1c(SCC(=O)N2CCOCC2)nc2c(c1=O)SC(C)C2 (stereo not given)
→ -18	-4	14	3	-0.1	-9	-3	-0.1	2
> Cc1onc(-c2c(Cl)cccc2Cl)c1C(=O)NC1CCCCC1
→ 15	-18	-3	4	-1.1	-10	-10	-2.5	-2
> CCOc1cc(C2NC(=O)NC(C)=C2C(=O)OCC2CCCCC2)ccc1O (stereo not given)
→ -10	-19	5	14	0.0	3	6	0.8	-4
> COC(=O)c1ccccc1NC(=O)CN1CCN(C(=O)c2ccco2)CC1
→ 6	-5	5	5	1.6	-8	0	2.1	-4
> CN(Cc1ccccc1)C(=O)c1ccc(NC(=O)Cc2ccc(NC(=O)C3CCN(C(=O)C4CCC4)CC3)cc2)cc1
→ -23	/	2	5	/	-16	-5	/	/
> CC(NC(=O)c1ccc2ccccc2n1)c1ccccc1 (stereo not given)
→ -7	-20	-2	-7	5.0	2	2	-2.5	-3
> Cc1cc(C)n2nc(C(=O)OCC(=O)NCc3ccccc3)nc2n1
→ 18	4	0	-1	-0.4	-2	-6	0.3	0
> O=C1COc2ccc(S(=O)(=O)Nc3cccc(Cl)c3)cc2N1
→ -5	-9	2	8	3.1	-12	2	3.6	-5
> Cc1cc(-c2nn(C)c(=O)c3ccccc23)cc(C)c1O
→ -8	-11	10	1	1.2	2	-7	-0.8	1
> CCCSc1nc2c(c(=O)n(C)c(=O)n2C)n1C
→ 0	-8	-1	9	0.7	-1	-1	0.4	-13
> Cc1cc(-c2n[nH]c(=S)n2/N=C/c2sccc2C)n[nH]1
→ -30	-10	3	6	0.5	-2	-11	0.4	0
> Cc1ccc(SC(C)C(=O)N2CCC(C(N)=O)CC2)cc1 (stereo not given)
→ 3	10	2	18	0.4	-12	-4	-0.4	-11
> Nc1cc(S(=O)(=O)N2CCCCC2)ccc1Oc1ccccc1
→ 1	-11	6	4	2.0	-7	-2	1.1	-14
> COc1ccc(OC)c(C(C)NC(=O)Nc2cccc(C(C)=O)c2)c1 (stereo not given)
→ -14	-25	2	9	-1.1	-2	-8	-1.2	-14
> CC(=O)Nc1ccc(S(=O)(=O)NCCSCc2ccccc2Cl)cc1
→ 3	12	15	-7	13	10	0	8.7	-13
> COc1ccc(CC(=O)c2ccc(O)cc2O)cc1
→ 17	-11	3	1	2.2	0	1	2.8	-7
> COc1ccccc1CNC(=O)COc1ccc(S(=O)(=O)N2CCOCC2)cc1C
→ 4	-4	6	13	0.0	-10	-4	0.0	-6
> COc1ccc(Nc2cc(C)nc3nc(C)nn23)c(OC)c1
→ -2	-3	1	17	0.2	-7	1	-0.6	-2
> Cc1cc(C(=O)NCCCC(=O)O)c(C)o1
→ 7	4	13	-1	0.5	0	-3	0.9	4
> Cc1nc2nc(SCC(=O)N3CCOCC3)nn2c(C)c1Cc1ccccc1
→ 7	-5	9	-3	1.2	5	-4	1.6	-6
> O=C(/C=N/O)NCc1cccnc1
→ 1	1	8	4	1.3	-8	-2	0.0	0
> COc1ccc(-c2csc(Nc3ccccc3)n2)cc1
→ 7	-14	6	-6	-1.1	6	-6	-0.5	-2
> CCOC(=O)c1ccc(N2CCOCC2)c(NC(=O)c2c(-c3ccccc3)noc2C)c1
→ -24	-17	-2	4	-1.1	-10	-3	-0.7	4
> COc1ccc2cc3cc(C(=O)Nc4ccc5c(c4)OCO5)oc3nc2c1
→ -20	2	3	9	0.3	-25	2	1.3	-6
> Cc1cccc(NC(=S)NC(=O)c2cc(-c3ccccc3)nc3ccccc23)c1
→ -14	-12	1	2	0.3	-36	-2	-0.5	-11
> O=C(/C=C/c1ccccc1Cl)c1ccccc(=O)c1O
→ -15	-9	1	1	2.3	3	-2	7.3	-6
> C[C@@]12C(=O)Nc3cc(F)ccc3C(=O)N1[C@H]1c3ccccc3OC[C@@H]1[C@@H]2c1ccccc1
→ /	-12	/	-33	2.9	75*	-5	-0.1	-3

Entries listed so far shown as hits in M1 antag:
molecule,TAAR1 antagonist,CHRM1 PAM,M1 antag,CHRM1 agonist,OXTR potentiator
C[C@@]12C(=O)Nc3cc(F)ccc3C(=O)N1[C@H]1c3ccccc3OC[C@@H]1[C@@H]2c1ccccc1,/,-33,75*,-5,-3

(more compounds)
Second line of a record – TAAR1 antagonist	CHO parental Ca	TAAR1 agonist	CHRM1 PAM	V1aR counter	M1 antag	CHRM1 agonist	OXTR agonist	OXTR potentiator
> S=c1[nH]nc(-c2ccc(Cl)cc2Cl)n1-c1ccc2c(c1)OCCO2
→ -12	-4	-1	11	0.3	-14	-5	-1.6	-3
> O=[N+]([O-])c1cc([N+](=O)[O-])c(Oc2ccccc2F)cc1NN1CCCCC1
→ -1	-10	7	10	-0.4	0	-1	-2.1	1
> CC#CCCCC(=O)Nc1cccc(C(=O)O)c1
→ -4	11	14	2	0.5	-1	-4	0.9	0
> CN(Cc1ccccc1)c1nc2c(c(=O)[nH]c(=O)n2C)n1Cc1ccccc1
→ 7	-9	2	10	0.1	-5	-7	-1.8	4
> CN(Cc1ccco1)c1ncnc2ccc(-c3ccoc3)cc12
→ -10	-12	2	3	-0.9	-6	-4	0.5	0
> O=C(O)c1ccnc(SCC(=O)c2ccccc2)c1
→ -10	2	4	2	-0.1	-1	-7	-0.1	-7
> CC1CCN(C(=O)Cn2nnc(-c3ccc(C(C)C)cc3)n2)CC1
→ -15	/	5	-2	/	-6	-3	/	/
> O=C(Cn1c(=O)n(Cc2ccco2)c(=O)c2c3c(sc21)CCCCC3)Nc1ccccc1
→ 6	-18	7	-9	-0.4	11	-3	-0.4	-6
> Cc1ccc(NC(=O)N2CCN(C/C=C/c3ccccc3)CC2)cc1
→ -4	-12	9	6	0.2	-10	-10	-0.1	-5
> O=C(CCl)Nc1ccc(N2CCCCCC2)cc1
→ 6	-2	4	1	-0.3	0	-14	1.3	-8
> O=C(O)CCCC(=O)N1CCN(C(c2ccccc2)c2ccccc2)CC1
→ 6	-2	6	7	0.5	-4	-11	-0.1	-4
> O=C(O)c1cccc(NC(=S)N/N=C/c2ccccn2)c1
→ -7	-7	1	-8	-0.2	11	-4	-0.3	2
> Cc1cc(C(=O)NNc2c(Cl)cccc2Cl)n(C(C)(C)C)n1
→ -14	-8	-1	5	-0.4	-6	-6	-2.4	-3
> O=S(=O)(Cc1ccccc1Cl)NCc1ccccc1
→ 4	0	7	1	-0.6	-6	-9	-1.9	-3
> O=S(=O)(c1cc(Cl)ccc1Cl)N1CCN(Cc2ccc3c(c2)OCO3)CC1
→ 2	-21	1	-2	-0.2	-14	-7	-1.8	-3
> O=C(COc1cccnc1[N+](=O)[O-])Nc1ccc(F)cc1
→ 3	-5	0	11	1.9	-11	-6	1.1	-3
> COc1ccc(NC(=O)c2cc(-c3cc(Cl)ccc3OC)n[nH]2)cc1OC
→ 15	/	4	4	/	-16	-4	/	/
> COc1ccccc1CCC(=O)OCC(=O)NCc1ccc(OC)c(OC)c1
→ -8	-18	0	1	1.4	-3	-1	0.3	-1
> O=S(=O)(Nc1ccc(S(=O)(=O)Nc2ncccn2)cc1)c1ccccc1
→ -1	-3	4	7	0.4	-9	1	1.1	-3
> Fc1cccc(CN2CCN(C(=S)NCCc3ccccc3)CC2)c1
→ -9	-19	2	-2	1.3	6	-10	-0.5	-13
> O=C(NCc1cccs1)C(=O)c1c[nH]c2ccccc12
→ 9	-9	0	-7	2.5	1	-3	2.1	-6
> O=C(/C=C/c1ccc(Cl)c([N+](=O)[O-])c1)Nc1ccc(N2CCCC2)c(Cl)c1
→ 25	-13	3	-1	0.8	-4	-4	-1.2	-14
> CC(=O)Nc1ccc(S(=O)(=O)Nc2nccs2)cc1
→ -7	/	2	3	/	-11	-5	/	/
> Cn1c(=O)c2c(nc(NCc3ccco3)n2CCc2ccccc2)n(C)c1=O
→ -15	-9	7	2	-1.6	8	-4	-1.9	-8
> COc1ccc(/C=N/NC(=O)c2ccc3nc[nH]c3c2)c(OC)c1
→ 10	-2	2	5	0.6	5	1	0.6	3
> C=CCNC(=S)NNC(=O)C(CCCC)CC(C)(C)O (stereo not given)
→ 7	-10	8	9	-1.0	0	-2	-0.9	-16
> Cc1c(CCOC(=O)c2ccccc2)sc[n+]1Cc1ccccc1
→ 3	-2	0	-22	0.6	98*	-9	0.5	4
> NC(=O)CSc1nc2ccccc2c(=O)n1-c1ccccc1
→ -12	-7	4	11	-0.4	-3	-2	-0.4	-6
> COc1ccc(-c2nc3c(C)cc(Br)cn3c2CC(C)(C)C)cc1OC
→ -19	/	-2	0	/	-17	-5	/	/
> N#CC1(Nc2ccccc2)C(=O)Nc2ccccc21 (stereo not given)
→ 10	-4	5	10	1.8	-33	-3	1.5	-6
> COc1cccc(OCC(=O)O/N=C(\N)c2ccc(OC)c(OC)c2)c1
→ -12	-14	2	3	-0.8	0	-5	-0.1	-6
> Cc1nc(N)[nH]c(=O)c1Oc1cccc(C(F)(F)F)c1
→ -18	-14	3	-1	2.0	1	-2	0.1	-6
> Cn1c(=O)n(C)c2cc(S(=O)(=O)Nc3ccccc3O)ccc21
→ -18	-6	0	-1	1.4	5	-4	1.8	0
> COc1ccc(C(=O)N2CCOCC2)cc1S(=O)(=O)N1CCCc2ccccc21
→ 18	-27	5	7	-0.2	-7	-3	0.0	-2
> CCOc1ccc(N(CC(=O)Nc2ccc(Br)cc2)S(C)(=O)=O)cc1
→ -18	-15	11	-2	2.4	0	-2	0.7	-2
